Compound activity deposited in PubChem BioAssay by several laboratories.
G6PDH counter = L. mesenteroides G6PDH inhibitors, counter-screen for G6PDH-coupled screening assays, biochemical, Leuconostoc mesenteroides enzyme; 200,000 compounds, 0.12% hits; AID 1020, 2008; Purified L. mesenteroides G6PDH, diaphorase/resazurin coupled fluorescence, 45 min; inhibition, % at 5 µM; in the data active means inhibition above about 50%
ROMK primary = ROMK potassium channel modulators, primary screen, cell-based, thallium flux, MLSMR library; ATP-sensitive inward rectifier potassium channel 1 (Homo sapiens), P48048; Tet-inducible ROMK, thallium flux fluorescence; actives lie on both sides; B-score at 10 µM; 130,000 compounds, 2% hits; AID 1918, 2009;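 active means signal ratio slope over the read window, or its plate-corrected B-score, at least 3 SD from the plate mean, either direction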;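 further: B-score of the F/F0 ratio slope over 7 to 12 s after thallium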
S1P3 antag = S1P3 receptor antagonists, primary screen, cell-based. AID 485, 2006. CHO S1P3 NFAT-BLA reporter, FRET fluorescence, antagonist mode. 170,000 compounds, 0.27% hits. Sphingosine 1-phosphate receptor 3 (Homo sapiens), Q99500. inhibition, % at 4.98 µM;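 active means inhibition above the plate cutoff, the mean inhibition of test wells on that plate plus 3 SD, cut at about 28% in these data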;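 further: cells challenged with S1P at its EC80 of 0.8 µM; blue over green emission ratio from cleaved BLA substrate after 4 h stimulation; 0% = S1P-stimulated wells and 100% = unstimulated DMSO-only wells; some compounds past the cut are filed as inactive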
Diaph act CS = compounds boosting diaphorase resazurin reduction – biochemical, uHTS, resorufin fluorescence, counter-screen for diaphorase-coupled primary assays, primary screen; Diaphorase/resazurin coupled assay, 16 min; active compounds read high; 1 = vehicle wells, 0 = NADH-free wells; activation factor at 20 µM; 190,000 compounds, 0.005% hits;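 active means diaphorase activity raised at least twofold by the compound at 20 µM; inactive means activation factor below 2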
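Material: bacterial diaphorase enzyme (C. kluyveri); amount: enzyme 0.07 U/mL final; reagent: NADH substrate 0.114 mM plus resazurin dye 0.1 mM, final; doses: single compound dose of 20 µM, 1% DMSO final; timing: 16 min enzyme reaction, ambient temperature; measured by: fluorescence of resorufin, 544 nm excitation, 590 nm emission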
PPARg SRC-1 ag = PPARgamma agonists recruiting SRC-1 coactivator, primary screen, biochemical; PPARgamma-SRC-1 coactivator recruitment biochemical assay; AID 631, 2007; activation, % at 8 µM; 200,000 compounds, 0.41% hits; in the data active means activation above about 19%;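 further: 0% = DMSO and 100% = reference agonist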
Target sequence (P37231 whole entry, looked up): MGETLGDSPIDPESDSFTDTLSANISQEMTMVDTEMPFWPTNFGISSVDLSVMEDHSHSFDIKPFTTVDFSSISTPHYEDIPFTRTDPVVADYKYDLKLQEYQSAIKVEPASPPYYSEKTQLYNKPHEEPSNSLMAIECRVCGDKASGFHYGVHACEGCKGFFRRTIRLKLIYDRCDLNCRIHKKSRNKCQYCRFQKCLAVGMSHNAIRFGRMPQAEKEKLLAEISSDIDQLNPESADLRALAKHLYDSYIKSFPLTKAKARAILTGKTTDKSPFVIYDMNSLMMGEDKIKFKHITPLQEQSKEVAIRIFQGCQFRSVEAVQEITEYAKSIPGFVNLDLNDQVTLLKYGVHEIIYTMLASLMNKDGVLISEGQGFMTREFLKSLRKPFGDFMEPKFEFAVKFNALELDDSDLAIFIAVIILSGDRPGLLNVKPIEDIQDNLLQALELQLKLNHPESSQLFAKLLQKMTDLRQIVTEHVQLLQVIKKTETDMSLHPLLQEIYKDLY
PPARg SRC-2 ag = agonists of PPARg-SRC-2 recruitment, primary screen, biochemical, HTS; Peroxisome proliferator-activated receptor gamma (Homo sapiens), P37231; PPARgamma LBD-SRC-2 recruitment; activation, % at 8 µM; 200,000 compounds, 0.34% hits; in the data active means activation above about 22%;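 further: 0% = vehicle and 100% = reference agonist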
SRC2 TRFRET art = TR-FRET signal artefacts, primary screen, artefact control for PPARgamma SRC-2 agonist project, biochemical; TR-FRET artefact counter-screen; active compounds read high; 200,000 compounds, 0.4% hits; AID 1049, 2008; TR-FRET ratio at 8 µM; in the data active means TR-FRET ratio above about 2000; further: inactives centre near 1500
Diaph inh CS = diaphorase inhibitors and chemical oxidizers, primary screen, counter-screen for diaphorase-coupled primary assays, biochemical, uHTS, resorufin fluorescence; diaphorase resazurin-to-resorufin fluorescence, NADH, 16 min; bacterial (C. kluyveri) enzyme, not human; inhibition, % at 20 µM; 190,000 compounds, 0.69% hits; AID 1217, 2008;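 active means primary screen inhibition at 20 µM above a set limit, cut at about 50% in these data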;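 further: plate controls were DMSO with full reaction for no effect and wells lacking NADH for full effect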
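Detection: fluorescence of resorufin formed from resazurin, Ex 544/Em 590 nm; test system: Clostridium kluyveri diaphorase enzyme; amount: 0.14 U/mL diaphorase, enzyme working solution; times: 16-min room-temperature incubation before reading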
PMI activator = activators of human PMI, primary screen, biochemical, fluorescence intensity, near-Km mannose 6-phosphate | Mannose-6-phosphate isomerase (Homo sapiens), P34949 | purified human PMI, coupled resazurin fluorescence, 20 min; active compounds read high; 1 = vehicle control, 0 substrate-free wells | 190,000 compounds, 0.005% hits | activation factor at 20 µM;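 active means activation factor of 2 or more at 20 µM, relative to plate controls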
Target sequence (P34949 whole entry, looked up): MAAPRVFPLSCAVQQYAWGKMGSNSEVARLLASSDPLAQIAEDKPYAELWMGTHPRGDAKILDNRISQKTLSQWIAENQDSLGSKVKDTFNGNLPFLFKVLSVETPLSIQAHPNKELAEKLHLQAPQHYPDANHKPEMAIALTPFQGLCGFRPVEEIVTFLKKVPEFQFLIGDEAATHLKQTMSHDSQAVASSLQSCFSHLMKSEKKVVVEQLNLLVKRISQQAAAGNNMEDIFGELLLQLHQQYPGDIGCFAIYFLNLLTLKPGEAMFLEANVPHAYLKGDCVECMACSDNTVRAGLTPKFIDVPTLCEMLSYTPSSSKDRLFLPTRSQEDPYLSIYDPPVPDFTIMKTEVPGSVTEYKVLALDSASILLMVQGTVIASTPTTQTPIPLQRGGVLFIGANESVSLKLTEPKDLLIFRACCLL
PMI act hi M6P = human PMI activators, high substrate, primary screen, biochemical, fluorescence intensity, near-saturating mannose 6-phosphate; Mannose-6-phosphate isomerase (Homo sapiens), P34949; coupled PMI enzyme assay, resazurin fluorescence, 20 min; active compounds read high; 1 = untreated enzyme, 0 = substrate-free blank; activation factor at 20 µM; 190,000 compounds, 0.34% hits;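 active means activation factor of 2 or more at 20 µM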
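Material: human phosphomannose isomerase with PGI, G6PDH, diaphorase coupling enzymes / Reagent: Man-6-P substrate 1.0 mM / Dosing: single compound dose of 20 µM, 1% DMSO final / Incubation: enzyme reaction with compound 20 min at room temperature / Signal: resorufin fluorescence (Ex 544/Em 590 nm) from resazurin via diaphorase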
PPARg SRC-3 ag = PPARgamma agonists recruiting SRC-3 coactivator, primary screen, biochemical; 200,000 compounds, 0.26% hits; activation, % at 8 µM; Peroxisome proliferator-activated receptor gamma (Homo sapiens), P37231; biochemical PPARgamma/SRC-3 coactivator recruitment assay; in the data active means activation above about 23%;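 further: 0% = DMSO and 100% = reference agonist; some compounds past the cut are filed as inactive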
An asterisk follows results filed as active; / = not tested or not shown.

structure	G6PDH counter	ROMK primary	S1P3 antag	Diaph act CS	PPARg SRC-1 ag	PPARg SRC-2 ag	SRC2 TRFRET art	Diaph inh CS	PMI activator	PMI act hi M6P	PPARg SRC-3 ag
Cc1ccc(C)c2nc(SCC(=O)N3CCCc4ccccc43)c(C#N)cc12	-25	/	/	0.9	0	-3	1483	13	1	0.9	10
CCCCN(CCCC)C(=O)CN(C)S(=O)(=O)c1ccc2c(c1)n(C)c(=O)c(=O)n2C	7	/	10	0.9	2	14	1881	6	1.1	1	5
O=C(N/N=C1\CC2CC=CC12)c1ccc(O)cc1 (stereo not given)	1	-0.09	-4	1	-6	1	1399	-2	1.1	1.1	1
C=CCN(CC=C)C(=S)Nc1ccc(OC)c(OC)c1	-2	0.74	-12	1	1	6	1373	0	1	0.8	0
Cc1ccccc1OCC(=O)Nc1ccc(C(N)=O)cc1	1	0.05	/	0.9	1	10	1403	8	1	1	-1
CCCc1cc(=O)n2[nH]c(NCc3ccc(Cl)cc3Cl)nc2n1	5	3.1	-29	0.9	1	1	1608	15	0.9	0.9	0
CC(=O)Nc1cc(-c2ccc(Cl)cc2)[nH]n1	18	2.1	-27	/	-7	-4	1511	/	/	/	-6
CCCC1CCC(C(=O)Nn2cnc3ccccc3c2=O)CC1 (stereo not given)	0	/	2	0.9	4	4	1595	13	0.9	0.8	0
CC(=O)Nc1ccccc1-c1nc2ccc(C(=O)N3CCN(c4ccccc4)CC3)cc2[nH]c1=O	-3	/	-31	0.7	2	-3	1483	28	0.8	1	12
Cc1nc(N2CCN(S(=O)(=O)c3ccccc3C#N)CC2)c2c(-c3cccs3)csc2n1	2	0.7	-6	0.8	0	-1	1511	21	1.1	1	-1
COc1ccc(NC(=O)CSc2nnc(NC(=O)c3ccc(S(=O)(=O)N4CCOCC4)cc3)s2)cc1	1	0.52	1	1.1	-1	6	1840	-9	1.2	1.3	1
CC(C)(C)NC(=O)C(c1ccncc1)N(C(=O)CNC(=O)c1ccco1)c1ccc2c(c1)OCO2 (stereo not given)	4	/	-33	0.9	-3	-6	1400	14	1	0.8	1

(listing goes on)
structure	G6PDH counter	ROMK primary	S1P3 antag	Diaph act CS	PPARg SRC-1 ag	PPARg SRC-2 ag	SRC2 TRFRET art	Diaph inh CS	PMI activator	PMI act hi M6P	PPARg SRC-3 ag
O=C(COC(=O)c1ccc2c(c1)C(=O)N(Cc1ccncc1)C2=O)Nc1ccccc1[N+](=O)[O-]	5	/	7	0.8	4	-5	1553	16	1	0.9	5
Cc1cc(C(=O)Cn2nc(C(=O)O)c3ccccc3c2=O)c(C)n1-c1ccc(OC(F)F)cc1	6	0.63	-4	0.6	0	1	1645	38	0.9	0.8	3
Cn1c(NC(=S)Nc2ccccc2)nc2ccccc21	0	1.1	6	1	4	8	1639	-1	1.1	1.2	1
Cc1ccn(CC(=O)N/N=C/c2cc([N+](=O)[O-])ccc2O)n1	16	/	1	0.6	-4	6	1668	44	0.9	1.1	-1
O=C(COC(=O)/C=C/c1ccc(OC(F)F)cc1)NCCN1C(=O)CSC1=O	7	-0.025	-12	0.9	2	14	1745	14	0.9	1	3
CC(C)(C)C1CCC(=NNc2ncc(C(F)(F)F)cc2Cl)CC1 (stereo not given)	6	0.91	/	1	-2	0	1424	2	0.9	1	4
CCCOC(=O)c1ccc(NC(=O)c2nc3nc(C)cc(C)n3n2)cc1	-5	0.59	1	1.1	7	-4	1603	-13	1.2	1.1	1
CC1=NC2(CCCc3c2no[n+]3[O-])N(O)C1(C)C (stereo not given)	12	0.32	-12	1.2	10	12	1648	-18	1.1	1.1	7
Cc1ccc(NC(=O)COc2ccccc2[N+](=O)[O-])nc1	2	-1.2	0	0.8	2	-6	1587	20	0.9	0.9	-5
CCN1CCN(c2cc(C)c3cc(NC(=O)c4cnccn4)ccc3n2)CC1	-4	/	-9	1.3	/	/	/	-28	1	0.9	/
N#CC1=C(N)OC2=C(CCc3ccccc32)C1c1ccccc1 (stereo not given)	-14	1.9	-14	0.7	-1	2	1795	34	0.9	0.9	2
CC(C)(C)c1ccc(C(=O)c2c[nH]c(C(=O)NCc3cccnc3)c2)cc1	-6	/	/	0.8	7	14	1715	20	0.9	0.9	7

Additional structures.
structure	G6PDH counter	ROMK primary	S1P3 antag	Diaph act CS	PPARg SRC-1 ag	PPARg SRC-2 ag	SRC2 TRFRET art	Diaph inh CS	PMI activator	PMI act hi M6P	PPARg SRC-3 ag
Brc1ccc(CSc2ncnc3nc[nH]c23)cc1	17	/	8	1.1	2	3	1434	-11	1.2	1.3	7
CC(=O)Nc1cccc(NC(C)=O)n1	12	/	-6	1.2	0	-3	1310	-17	1.2	1.1	-13
COC(=O)C1CCN(C(=O)COc2ccc(Cl)cc2)CC1	1	-0.45	3	1	2	4	1646	0	0.9	1	9
Cc1ccc(C)c(CN2C(=O)C(C)Oc3ccc(C)cc32)c1 (stereo not given)	7	/	-20	0.9	2	3	1317	14	1.2	1	4
Cc1ccccc1NC(=O)C1CC(=O)N(c2ccccc2F)C1 (stereo not given)	-6	-0.055	11	0.8	1	-1	1520	18	0.8	0.8	5
CCOC(=O)CC(NC(=O)Cn1nnc(-c2ccccc2F)n1)c1ccccc1Cl (stereo not given)	11	-0.062	0	0.9	7	3	1564	8	1	1	-1
CN(C)c1nc(N(C)C)n(Cc2c(Cl)cccc2Cl)n1	-1	/	3	1	6	8	1748	3	1.1	1	6
Cc1cccc2nc(=S)n(C(=O)c3ccco3)n12	0	/	-5	1	4	2	1577	-4	1	1.1	8
Cc1c(NS(=O)(=O)c2ccccc2)c(=O)n(-c2ccccc2)n1C	6	-0.22	/	1	3	-1	1549	0	1	1.1	-4
NC(=O)C1CCN(C(=O)CC2(CC(=O)O)CCCCC2)CC1	-1	1.5	-4	0.9	11	2	1624	8	1	0.9	7
CCNCc1cc(OCC)c(OCC(=O)NCCc2ccccc2)cc1Cl	6	/	/	1	-1	-4	1497	-4	0.9	1	-10
CSc1ccc(NC(=O)CC(C)=O)cc1	-3	/	-31	0.9	-5	0	1478	14	1	1	-3

Reprinted from the part before: 7 compounds, then new ones.
structure	G6PDH counter	ROMK primary	S1P3 antag	Diaph act CS	PPARg SRC-1 ag	PPARg SRC-2 ag	SRC2 TRFRET art	Diaph inh CS	PMI activator	PMI act hi M6P	PPARg SRC-3 ag
CCOC(=O)CC(NC(=O)Cn1nnc(-c2ccccc2F)n1)c1ccccc1Cl (stereo not given)	11	-0.062	0	0.9	7	3	1564	8	1	1	-1
CN(C)c1nc(N(C)C)n(Cc2c(Cl)cccc2Cl)n1	-1	/	3	1	6	8	1748	3	1.1	1	6
Cc1cccc2nc(=S)n(C(=O)c3ccco3)n12	0	/	-5	1	4	2	1577	-4	1	1.1	8
Cc1c(NS(=O)(=O)c2ccccc2)c(=O)n(-c2ccccc2)n1C	6	-0.22	/	1	3	-1	1549	0	1	1.1	-4
NC(=O)C1CCN(C(=O)CC2(CC(=O)O)CCCCC2)CC1	-1	1.5	-4	0.9	11	2	1624	8	1	0.9	7
CCNCc1cc(OCC)c(OCC(=O)NCCc2ccccc2)cc1Cl	6	/	/	1	-1	-4	1497	-4	0.9	1	-10
CSc1ccc(NC(=O)CC(C)=O)cc1	-3	/	-31	0.9	-5	0	1478	14	1	1	-3
COc1ccc(CC(=O)Nc2ccccc2NC(=O)c2ccco2)cc1OC	8	0.46	8	1.2	11	4	1513	-21	1.1	1	4
COc1ccccc1-c1ccc(SCc2ccccc2)nn1	1	-0.12	-4	0.9	0	0	1546	5	0.8	0.9	5
Clc1ccc(-c2csc(N3CCSCC3)n2)cc1	4	/	3	0.8	6	0	1439	19	1	1	1
Cc1cccc(N2CCN(C(=O)CCN3C(=O)C4C5C=CC(C5)C4C3=O)CC2C)c1 (stereo not given)	4	0.29	7	1	-1	2	1499	-1	1.1	1	0
CCC(C)NC(=O)COc1ccccc1[N+](=O)[O-] (stereo not given)	6	/	-9	0.9	-3	-2	1484	9	0.9	1	-3
OC(CNCC1CCCO1)Cn1c2ccc(Br)cc2c2cc(Br)ccc21 (stereo not given)	1	0.65	/	1.5	-6	1	1482	-50	1	1.1	-4
Cc1cc2c(cc1C)CSC(c1ccccc1OC(=O)C(C)(C)C)SC2	4	-0.04	/	0.9	-2	3	1506	14	0.9	0.9	7
CC1=NC(C#N)=C(C#N)NC(C)(C)C1	5	-0.35	-19	1	3	9	1665	2	1.1	1.1	3
O=C(CSc1nnc2ccccn12)N1CCc2ccccc2C1	5	/	/	0.9	1	-1	1379	8	1.1	1	-2
Cc1nc2ccccc2n1CC(O)COC1CCCCC1 (stereo not given)	-2	-0.71	/	1	2	14	1508	4	1	1.1	7
CC1CC(C)CN(S(=O)(=O)c2cccc(C(=O)OCCN3CCCC3=O)c2)C1 (stereo not given)	0	-1.1	/	0.9	-2	5	1570	12	0.9	1	4
CCC(=O)Nc1nnc(-c2ccncc2)s1	4	1.2	/	0.9	-1	2	1346	9	1	1	-1
CCOc1ccc(NC(=O)CN(C)CC(=O)Nc2cc(Cl)ccc2C#N)cc1OCC	-2	/	/	0.9	1	-9	1325	8	0.9	1	2
Nc1ccc(C2CCCc3nonc32)c2nonc12 (stereo not given)	1	-1.7	9	0.8	-3	0	1362	16	0.8	0.8	-12
